ARFGAP1 inh – inhibits rat ARF GTPase activating protein 1. Q62848. Arfgap1-stimulated ARF1 GTP hydrolysis, GDP FP detection. inhibition, % at 16.5 µM. actives 0.26% (n = 360,000). AID 651572;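 active means inhibition above a per-plate limit, mean inhibition of low control wells plus 3 SD, cut at about 25% in these data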;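 further: 0% = DMSO wells with enzyme and 100% = wells lacking Arfgap1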
Target sequence (Q62848 1-136 limits assumed): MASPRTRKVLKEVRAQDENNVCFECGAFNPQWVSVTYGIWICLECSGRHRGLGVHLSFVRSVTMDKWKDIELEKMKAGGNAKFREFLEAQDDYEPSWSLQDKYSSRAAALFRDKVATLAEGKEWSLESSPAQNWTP
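Assay system: purified rat His6-Arfgap1 residues 1-136 (GAP domain); Reagent: human Δ17 ARF1 bound to GTP; Dosing: 16.5 µM single point, 1.26% DMSO; Times: GTP hydrolysis reaction 2 h at 25 °C; Signal: FP, GDP Alexa 633 tracer displaced from anti-GDP antibody, 620/688 nm; Measure: % inhibition from polarization.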
sPLA2-III inh – Blocks human group III sPLA2 activity; QFRET BODIPY PC-A2 liposome hydrolysis, fluorescence; inhibition, % at 12.2 µM; actives 0.56% (n = 370,000);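 active means inhibition above mean plus 3 SD of compounds lying within the high and low control bounds, cut at about 19% in these data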;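 further: 0% = median of test compound wells and 100% = no enzyme DMSO wells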
KLK7 zymogen act – proKLK7 (human) activation, primary screen. P49862. purified proKLK7, EDANS-DABCYL substrate fluorescence; 100% is mature enzyme control, 0% vehicle. activation, % at 7 µM. actives 0.9% (n = 370,000);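 active means activation above the mean of all tested compounds plus 3 SD, computed per campaign excluding outliers beyond control limits, cut at about 13% in these data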
ASAP1 GAP inh – blocks human ASAP1-stimulated Arf1 GTP hydrolysis; Q9ULH1; GDP FP detection; inhibition, % at 16.5 µM; actives 0.19% (n = 360,000); in the data active means inhibition above about 25%;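 further: 0% = vehicle with enzyme and substrate and 100% = no enzyme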
Target sequence (Q9ULH1 325-724 limits assumed): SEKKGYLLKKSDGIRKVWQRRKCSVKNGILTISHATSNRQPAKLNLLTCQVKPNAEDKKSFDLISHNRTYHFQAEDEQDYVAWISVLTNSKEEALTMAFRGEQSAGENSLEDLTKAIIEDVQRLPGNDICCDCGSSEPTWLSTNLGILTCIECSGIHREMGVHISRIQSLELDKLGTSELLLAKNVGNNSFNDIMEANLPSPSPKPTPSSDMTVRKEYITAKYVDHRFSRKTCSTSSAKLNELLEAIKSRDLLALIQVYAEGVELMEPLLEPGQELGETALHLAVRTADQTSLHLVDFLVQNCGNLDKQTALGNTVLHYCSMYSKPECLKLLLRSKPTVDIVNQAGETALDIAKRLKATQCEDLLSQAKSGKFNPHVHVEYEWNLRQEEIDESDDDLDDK
rCAG RNA binder – molecules binding r(CAG) RNA repeats. inhibition, % at 3 µM. actives 1.3% (n = 370,000). r(CAG) RNA repeat, TO-PRO-1 dye displacement fluorescence;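 active means inhibition above the plate cutoff, the mean of all test compounds on that plate plus 3 SD, cut at about 35% in these data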;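 further: 0% = DMSO alone and 100% = 100 µM mitoxantrone as full dye displacement; higher means more dye released from RNA so lower well fluorescence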
GC-A act – GC-A (human) enzyme activation. actives 0.14% (n = 370,000). P16066. activation, % at 10 µM. HEK293 GC-A cells, cGMP TR-FRET, EC30 ANP; 0% at EC30 ANP, 100% saturating ANP; in the data active means activation above about 40%
Tn6 DDE FP – DD(E)-Tn6 binding inhibition, primary FP screen. P02675. actives 0.21% (n = 370,000). inhibition, % at 8.3 µM. Fibrin DD(E) TRITC-Tn6 fluorescence polarization displacement;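 active means inhibition above a per-campaign cutoff: mean of compounds within control limits plus 3 SD, cut at about 15% in these data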;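 further: 0% = median of all compound wells on the plate and 100% = blocking peptide control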
Target sequence (P02675 whole entry, looked up): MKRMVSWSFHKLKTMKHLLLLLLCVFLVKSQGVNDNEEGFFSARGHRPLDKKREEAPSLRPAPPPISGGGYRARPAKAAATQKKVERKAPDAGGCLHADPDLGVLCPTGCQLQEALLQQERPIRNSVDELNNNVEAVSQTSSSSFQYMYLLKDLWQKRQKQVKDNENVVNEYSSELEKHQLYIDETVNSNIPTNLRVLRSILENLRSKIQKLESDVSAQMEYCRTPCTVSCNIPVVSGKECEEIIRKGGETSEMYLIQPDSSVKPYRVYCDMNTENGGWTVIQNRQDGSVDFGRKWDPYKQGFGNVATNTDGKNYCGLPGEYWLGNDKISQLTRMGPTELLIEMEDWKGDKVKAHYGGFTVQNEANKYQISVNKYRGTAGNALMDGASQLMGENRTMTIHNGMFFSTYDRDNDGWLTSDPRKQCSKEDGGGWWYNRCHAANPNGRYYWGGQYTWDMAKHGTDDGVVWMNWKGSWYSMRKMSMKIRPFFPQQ
ADAM10 inh – ADAM10 inhibition, QFRET primary screen | inhibition, % at 7 µM | recombinant ADAM10, EDANS/DABCYL FRET peptide cleavage, 3 h | O14672 | actives 0.62% (n = 370,000) | AID 720582;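 active means inhibition above a per-campaign cutoff equal to the mean of compounds falling between control-based bounds plus 3 SD, cut at about 20% in these data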;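 further: 0% = DMSO wells while the 100% control is not disclosed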
NPR2 activator – GC-B (human) receptor activation. HEK293-GC-B cells, CNP EC30, cGMP TR-FRET; 0% at EC30 CNP, 100% saturating CNP. P20594. AID 1920062. actives 0.11% (n = 370,000). activation, % at 10 µM;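 active means activation at 10 µM reaching about 35% in either raw or pattern-adjusted values, limit read from the data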
GAA850 FXN act – activators of GAA850 frataxin (FXN) promoter; actives 0.56% (n = 360,000); HEK293 lucGAA850 FXN promoter luciferase reporter, 24 h; percent of 10 µM SAHA response; activation, % at 6 µM;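 active means activation above the average of all compounds screened plus 3 SD, cutoff fixed separately per campaign, cut at about 7.5% in these data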;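 further: 0% = DMSO wells and 100% = 10 µM SAHA wells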
* = called active by the depositor; nt = not tested or not shown.

SMILES	sPLA2-III inh	KLK7 zymogen act	Tn6 DDE FP	ASAP1 GAP inh	GAA850 FXN act	ARFGAP1 inh	NPR2 activator	rCAG RNA binder	ADAM10 inh	GC-A act
Cc1ccc2cccc(OCCCOc3ccccc3CO)c2n1	-8	0.5	-2	-5	1.1	7	3	-5	6	-8
C=CCNc1nc(C)c(CNc2c(C)cc(C)cc2C)nc1C#N	8	0.5	2	1	-0.7	6	-5	-3	1	2
CNS(=O)(=O)c1ccc(NC(=O)c2cncc(Br)c2)cc1	-1	-0.7	-2	7	1.0	9	-5	-2	-9	0
CC1NC(=O)c2ccccc2-n2c1nc1cc(F)ccc1c2=O (stereo not drawn)	6	-0.3	-3	16	nt	-13	4	2	12	0
CCn1nc(C)c(CN2CCc3c([nH]c4ccccc34)C2C(C)(C)C)c1C (stereo not drawn)	-13	1.9	4	7	1.8	-1	-3	0	-69	-3
COc1ccc(/C(C)=N/NC(=O)CNC(=O)c2cccs2)cc1OC	1	0.1	4	6	2.0	-6	-2	-3	-8	2
CCOc1ccc(C2C(C(=O)c3ccc(C)o3)=C(O)C(=O)N2c2nc(C)c(C(=O)OC)s2)cc1 (stereo not drawn)	1	0.7	3	6	7.6*	-7	-9	24	-10	44*
COc1ccc(-c2[nH]ncc2CN2CCC(C(=O)c3ccc(F)cc3)CC2)cc1	-13	0.1	4	-6	-0.9	10	-4	-5	7	-10
CCOc1ncccc1C(=O)Nc1ccccc1F	-6	-0.3	4	-23	1.7	-9	-1	18	4	3
COc1ccc(-c2nc3ccc(C)cn3c2NCc2ccc3c(c2)OCO3)cc1	4	-31	-1	-15	5.3	-9	2	-3	-252	-3

Next section
SMILES	sPLA2-III inh	KLK7 zymogen act	Tn6 DDE FP	ASAP1 GAP inh	GAA850 FXN act	ARFGAP1 inh	NPR2 activator	rCAG RNA binder	ADAM10 inh	GC-A act
COc1ccc(NC(=S)N(CCc2ccncc2)C(C)C)cc1Cl	6	0.3	-1	-5	2.9	10	11	1	-11	1
CCOc1cccc2cc(C(=O)NCc3ccc(OC)cc3)c(=N)oc12	4	-1.0	-13	20	-0.5	14	-1	-5	-11	3
CCc1nc2ccccc2n1Cc1ccccc1OC	-5	0.0	3	-7	1.6	-3	-2	-1	16	-3
O=C(OCc1cncs1)c1ccccc1Cl	0	-0.3	-4	5	1.8	-5	-2	-3	-11	6
CC(C)Oc1ccc(C(=O)N2CCC(CCC(=O)NC3CC3)CC2)cc1	-6	0.3	-1	-2	0.0	-8	5	1	-5	-1
CNC(=O)C[C@H]1C(=O)N(C2CCCCC2)C[C@@H]1c1ccc(Br)cc1	8	0.8	2	3	-0.7	-3	4	3	-6	-3
CCOc1cc(N2CCOCC2)c(OCC)cc1NC(=O)C(NC(=O)c1ccco1)C(C)C (stereo not drawn)	6	0.7	6	12	1.0	2	7	-9	-3	9
COc1ccc(S(=O)(=O)CCC(=O)NCCc2ccc(S(N)(=O)=O)cc2)cc1	4	0.8	-4	-6	3.6	-8	2	1	3	1
CCN(Cc1ccccc1)C(=O)c1ccc(SC)cc1OC	1	-0.3	4	4	0.8	0	-3	-7	-1	-8
O=C(CSCc1ccc([N+](=O)[O-])cc1)Nc1cccc(C(=O)Nc2ccccc2C(=O)O)c1	-28	0.3	-1	0	3.0	2	5	67*	3	-2

(listing goes on)
SMILES	sPLA2-III inh	KLK7 zymogen act	Tn6 DDE FP	ASAP1 GAP inh	GAA850 FXN act	ARFGAP1 inh	NPR2 activator	rCAG RNA binder	ADAM10 inh	GC-A act
CN(C(=O)COC(=O)c1cc2c(s1)CCCCC2)c1ccccc1	6	0.3	4	-9	-0.2	12	-2	-8	0	4
Oc1ccccc1C1CCCCC1c1ccccc1 (stereo not drawn)	-20	-0.8	-2	10	0.1	-3	0	0	8	14
CC(=O)Nc1cccc(-c2csc(C(C)(O)c3ccccc3)n2)c1 (stereo not drawn)	-12	0.0	-1	-2	0.0	4	3	1	-5	0
O=C(COC(=O)COc1ccc(Cl)cc1)NC1CCCCC1	1	-0.5	-6	-17	1.6	8	-7	4	10	5
CC(=O)c1sc(NC(=O)COc2ccc(Cl)cc2C)nc1C	3	-0.1	-5	0	0.5	0	3	0	6	7
CC(C)C(c1nnnn1C1CCCC1)N1CCN(c2ccccc2F)CC1 (stereo not drawn)	3	-0.3	-3	8	1.1	-5	-1	-1	6	-1
COc1ccc(OCc2nc(N)nc(Nc3ccccc3OC)n2)cc1	-2	-0.6	4	-8	0.6	-1	1	3	8	-1
COc1ccc(NC(=S)NCc2ccco2)cc1	-3	-0.6	4	-8	0.3	2	-1	0	0	0
COc1ccc(NC(=O)CCS(=O)(=O)c2ccc3c(c2)NC(=O)C(C)S3)cc1OC (stereo not drawn)	2	0.8	4	-9	0.4	5	0	-4	5	2
O=C(COc1ccc(Cl)cc1Br)Nc1nnc(C2CC2)s1	-6	0.2	0	-7	3.0	2	-1	11	7	2

Later entries
SMILES	sPLA2-III inh	KLK7 zymogen act	Tn6 DDE FP	ASAP1 GAP inh	GAA850 FXN act	ARFGAP1 inh	NPR2 activator	rCAG RNA binder	ADAM10 inh	GC-A act
O=C(CSCC(=O)Nc1cccc2ccccc12)Nc1cccc2ccccc12	-6	0.1	7	-16	14*	-4	-5	16	2	1
COCCC(=O)N1CCC(Oc2ccc(C(=O)NC(C)CCn3cccn3)cc2)CC1 (stereo not drawn)	-2	0.5	1	0	-0.3	1	-4	-4	1	2
O=C(Nc1ccc(F)cc1F)c1csc(-c2ccccc2)n1	5	0.1	-2	4	1.6	16	-4	-3	-3	3
CCOC(=O)C1CN(S(=O)(=O)c2ccccc2)c2cc(S(=O)(=O)CC)ccc2O1 (stereo not drawn)	-3	0.1	0	-3	-0.1	1	0	3	10	1
NC(=O)c1ccccc1OCc1nnc(-c2ccccc2Br)o1	1	-0.2	4	-6	3.2	4	-3	4	1	-3
COc1cc(C)ccc1S(=O)(=O)NC(=O)C1(C)CCN1C(=O)Cc1ccc(C(C)(C)C)cc1 (stereo not drawn)	5	-0.2	6	1	0.2	-14	1	28	-10	-4
O=C(O)c1ccccc1C(=O)c1ccc(Oc2ccccc2)cc1	0	0.2	7	5	2.7	4	5	17	-6	8
Cc1ccc(NC(=O)c2cccs2)cc1NC(=O)c1cccc(F)c1	-9	-0.5	4	9	-0.6	1	3	3	13	3
O=C(Nc1cccc(C(F)(F)F)c1)c1cc2c(=O)c3ccccc3oc2nc1C(F)(F)F	-1	-0.6	-6	-9	0.5	-5	-4	5	-7	-7
Cc1noc(C)c1S(=O)(=O)N1CCCC(C(=O)c2cccc(OC(C)C)c2)C1 (stereo not drawn)	-1	-0.4	0	11	0.3	3	-1	-8	2	2

The list continues:
SMILES	sPLA2-III inh	KLK7 zymogen act	Tn6 DDE FP	ASAP1 GAP inh	GAA850 FXN act	ARFGAP1 inh	NPR2 activator	rCAG RNA binder	ADAM10 inh	GC-A act
CCN1CCN(CCCNC(=O)CCc2nc(-c3ccc(OC)cc3)no2)CC1	-2	-0.4	1	4	1.3	1	-14	-4	0	1
Cc1sc(NC(=O)CCCC(=O)O)c(C#N)c1C	3	0.2	1	5	1.1	2	-2	0	1	3
CCC1(CC)SC(N)=NC1=O	13	-0.1	12	-1	2.3	-10	1	0	-7	-1
Cc1ccc(C)n1NC(=O)c1ccco1	0	-0.8	1	-1	3.1	-7	0	18	16	-2
O=C(NCc1ccco1)C(c1ccccc1)N(CC1CCCO1)C(=O)Cn1nnc2ccccc21 (stereo not drawn)	-5	0.2	0	-7	-2.6	-20	-3	-5	0	-8
COc1nc(Nc2cccc(C)c2)nc(N2CCCCC2)n1	-3	-0.7	2	3	0.6	10	7	-2	5	0
COc1cccc(-c2coc3c(C)c4oc(=O)c(CC(=O)O)c(C)c4cc23)c1	-7	-1.7	3	-14	0.2	-3	-5	11	-14	1
COc1ccc(-n2c(SCc3ccc([N+](=O)[O-])cc3)nnc2-c2ccco2)cc1	-5	0.6	1	nt	nt	nt	-15	1	0	-18
CCCCn1nc2cc(C(=O)NCCCCc3ccccc3)ccc2c1OCC	-2	-11	-6	-16	-0.4	-2	0	-7	-303	-1
COc1ccc(S(=O)(=O)NCC2CCC(C(=O)NCc3ccco3)CC2)cc1 (stereo not drawn)	-2	-0.1	8	-7	1.7	7	-2	-3	0	0

(more compounds)
SMILES	sPLA2-III inh	KLK7 zymogen act	Tn6 DDE FP	ASAP1 GAP inh	GAA850 FXN act	ARFGAP1 inh	NPR2 activator	rCAG RNA binder	ADAM10 inh	GC-A act
O=C(c1ccc(CSc2nc3ccncc3[nH]2)cc1)N1CCCCC1	-25	-0.2	2	3	2.1	-2	4	5	4	0
COc1ccc2nc(NC(=O)CN3CCN(C)CC3)sc2c1	-3	-0.2	3	-7	2.8	-3	6	-2	-4	7
COc1ccc(OC)c(NC(=O)COC(=O)C2CCCCC2)c1	-6	-0.4	-7	5	0.3	4	-2	3	15	-1
O=C(CCCN1C(=O)CSc2ncccc21)N1CCN(Cc2ccccc2)CC1	-4	-0.1	4	3	0.9	10	2	1	-4	6
C=CCc1cc(/C=N/NC(=O)CSc2nnc(CCCc3ccc(OC)cc3)o2)cc(OC)c1O	-15	0.1	-3	7	-1.2	-8	-12	1	2	-8

Four of these compounds, reformatted.
Cc1noc(C)c1S(=O)(=O)N1CCCC(C(=O)c2cccc(OC(C)C)c2)C1 (stereo not drawn)
- sPLA2-III inh: -1
- KLK7 zymogen act: -0.4
- Tn6 DDE FP: 0
- ASAP1 GAP inh: 11
- GAA850 FXN act: 0.3
- ARFGAP1 inh: 3
- NPR2 activator: -1
- rCAG RNA binder: -8
- ADAM10 inh: 2
- GC-A act: 2

CCN1CCN(CCCNC(=O)CCc2nc(-c3ccc(OC)cc3)no2)CC1
- sPLA2-III inh: -2
- KLK7 zymogen act: -0.4
- Tn6 DDE FP: 1
- ASAP1 GAP inh: 4
- GAA850 FXN act: 1.3
- ARFGAP1 inh: 1
- NPR2 activator: -14
- rCAG RNA binder: -4
- ADAM10 inh: 0
- GC-A act: 1

Cc1sc(NC(=O)CCCC(=O)O)c(C#N)c1C
- sPLA2-III inh: 3
- KLK7 zymogen act: 0.2
- Tn6 DDE FP: 1
- ASAP1 GAP inh: 5
- GAA850 FXN act: 1.1
- ARFGAP1 inh: 2
- NPR2 activator: -2
- rCAG RNA binder: 0
- ADAM10 inh: 1
- GC-A act: 3

CCC1(CC)SC(N)=NC1=O
- sPLA2-III inh: 13
- KLK7 zymogen act: -0.1
- Tn6 DDE FP: 12
- ASAP1 GAP inh: -1
- GAA850 FXN act: 2.3
- ARFGAP1 inh: -10
- NPR2 activator: 1
- rCAG RNA binder: 0
- ADAM10 inh: -7
- GC-A act: -1

Assay outcomes (PubChem)
